Screens deposited in PubChem BioAssay by National Center for Advancing Translational Sciences (NCATS).
Pin1 inhibitor = inhibitors of human Pin1; Pin1 FP peptide displacement, HiFluor488, 10 min; AID 504891; Q13526; Potency, µM (titrated, usually from 115 µM), inactives show at the highest dose activity, negative = inhibition, most hits filed as inhibitors; 390,000 compounds, 0.009% hits; active means well fitted inhibition curve with a large enough effect in the polarisation, with a control signal flat, not every such curve was filed as active; inconclusive means small, poorly fitted or top-dose-only effect, or effect the other way, or a change in a side signal; inactive means no such curve, though single readings can be large or run the other way; the % refers to the polarisation; further: potency means the concentration at half of the fitted maximal effect; on the % scale 0 is the no-effect control and ±100 the full control effect
BAZ2B inh = blocks human BAZ2B. AID 504333. 360,000 compounds, 4.4% hits. AlphaScreen BAZ2B-H3K14Ac peptide displacement. Potency, µM (highest dose often 114 µM), for the others: top-dose activity change, negative = inhibition, most hits filed as inhibitors. Q9UIF8; further: potency means the concentration at half of the fitted maximal effect; on the % scale 0 is the no-effect control and ±100 the full control effect; nearly all actives have a fitted effect of over 60% in size
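BAZ2B 50 nM plus b-H3(5-23)K14Ac 50 nM, PBS pH 7.4/0.01% Tween-20, 30 min RT; compound added (max 110 uM), 30 min RT; streptavidin donor/Ni-chelate acceptor beads 10 ug/mL final, 20 min dark; AlphaScreen read.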
GLS inhibitor = blocks human kidney-isoform glutaminase activity; O94925; Potency, µM (highest dose often 45.5 µM), for inactives: top-dose activity change, negative = inhibition, actives largely listed as inhibitors; GLS enzymatic activity, qHTS titration; AID 624170; 410,000 compounds, 0.21% hits; further: potency means the concentration at half of the fitted maximal effect; on the % scale 0 is the no-effect control and ±100 the full control effect
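Read-out is an Amplex red fluorescence increase coupled through glutamate oxidase and HRP, measured before and after 30 min room-temperature incubation. hKGA is in 45 mM KH2PO4 (pH 8.2) with 0.02% Tween-20; glutamine added as 1mM solution.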
HP1b binding inh = HP1-beta chromodomain-methylated histone interaction inhibition. P83916. AlphaScreen HP1-beta / biotin-H3K9me3 peptide binding. Potency, µM (highest dose often 114 µM), inactives show at the top dose activity change, negative = inhibition, most hits filed as inhibitors. 390,000 compounds, 0.56% hits. AID 540317; further: potency means the concentration at half of the fitted maximal effect; nearly all actives have a fitted effect of over 70% in size; inactives centre near 23
Target sequence (P83916 whole entry, looked up): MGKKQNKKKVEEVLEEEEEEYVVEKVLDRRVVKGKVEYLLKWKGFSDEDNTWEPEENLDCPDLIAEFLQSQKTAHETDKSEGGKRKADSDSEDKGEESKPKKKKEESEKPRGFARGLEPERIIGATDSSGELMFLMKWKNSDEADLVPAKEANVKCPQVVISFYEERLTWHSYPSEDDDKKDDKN
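HP1-beta protein (50 nM final) preincubated 30 min at room temperature with biotinylated H3(1-18)K9me3 peptide (50 nM) in PBS pH 7.4, 0.01% Tween-20, then compound added for 30 min. AlphaScreen streptavidin donor/nickel chelate acceptor beads (10 ug/mL final), 30 min dark, luminescence read.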
PI4K2A inh = PI4K2A (human) kinase inhibition; Q9BTU6; purified PI4K2A, ADP-Glo luminescence, 1 h; stronger effect = lower value; activity change, negative = inhibition, % at 76.9 µM; 420,000 compounds, 0.13% hits; AID 1346378; in the data active means activity change below about -50%; inconclusive means mostly about -30% to -49%;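 further: -100% = wells without enzyme as full effect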
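In this quantitative HTS, ADP production by PI4K2A was quantified luminescently after 1 h at ambient temperature; 100 microM adenosine served as plate-quality control.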
Pol eta inh = DNA polymerase eta (human) inhibition; Q9Y253; recombinant Pol eta, fluorescent DNA replication assay; Potency, µM (highest dose often 114 µM), without a hit: at the top dose activity change, negative = inhibition, actives largely listed as inhibitors; 390,000 compounds, 1.2% hits; further: potency means the concentration at half of the fitted maximal effect; on the % scale 0 is the no-effect control and ±100 the full control effect
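Fluorescent replication assay: 50 nM final substrate added after a 15 min room-temperature compound preincubation with 10 nM enzyme. Signal taken at 0 min and again at 10 min.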
Tb PGK inh = T. brucei PGK inhibition | P07378 | PGK/GAPDH coupled, Kinase-Glo luminescence, 60 min | Potency, µM (titrated, usually from 57.5 µM), for inactives: at the highest dose activity change, negative = inhibition, usual class: inhibitors | 380,000 compounds, 0.043% hits | AID 602233; further: potency means the concentration at half of the fitted maximal effect; on the % scale 0 is the no-effect control and ±100 the full control effect; nearly all actives have a fitted effect of over 60% in size
Target sequence (P07378 whole entry, looked up): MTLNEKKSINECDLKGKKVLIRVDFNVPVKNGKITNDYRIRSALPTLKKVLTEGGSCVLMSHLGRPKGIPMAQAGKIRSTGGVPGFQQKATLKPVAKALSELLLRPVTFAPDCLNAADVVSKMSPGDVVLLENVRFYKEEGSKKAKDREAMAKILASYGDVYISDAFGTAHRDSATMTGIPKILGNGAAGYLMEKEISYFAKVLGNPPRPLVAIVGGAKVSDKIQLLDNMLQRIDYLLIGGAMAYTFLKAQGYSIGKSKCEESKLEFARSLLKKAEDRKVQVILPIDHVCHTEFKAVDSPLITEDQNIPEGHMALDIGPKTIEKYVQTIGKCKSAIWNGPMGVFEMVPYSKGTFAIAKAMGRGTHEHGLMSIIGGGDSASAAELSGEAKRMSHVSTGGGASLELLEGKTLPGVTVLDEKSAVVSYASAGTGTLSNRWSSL
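Recombinant glycosomal PGK reaction used 1,3-bisphosphoglycerate generated in-well by GAPDH (100nM final) in 100mM TEA pH 7.6, 5mM MgCl2, 0.01% Tween-20. After 60 minutes at room temperature, ATP was read by Kinase-Glo Plus luminescence end-point.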
G9a inh = inhibitors of human histone lysine methyltransferase G9a | Q96KQ7 | G9a H3K9 monomethylation, AlphaScreen, 2 h | 350,000 compounds, 8.8% hits | Potency, µM (series often up to 102 µM), for the others: at the highest dose activity, negative = inhibition, usual class: inhibitors; further: potency means the concentration at half of the fitted maximal effect; on the % scale 0 is the no-effect control and ±100 the full control effect; nearly all actives have a fitted effect of over 75% in size
Target sequence (Q96KQ7 913-1193 limits assumed): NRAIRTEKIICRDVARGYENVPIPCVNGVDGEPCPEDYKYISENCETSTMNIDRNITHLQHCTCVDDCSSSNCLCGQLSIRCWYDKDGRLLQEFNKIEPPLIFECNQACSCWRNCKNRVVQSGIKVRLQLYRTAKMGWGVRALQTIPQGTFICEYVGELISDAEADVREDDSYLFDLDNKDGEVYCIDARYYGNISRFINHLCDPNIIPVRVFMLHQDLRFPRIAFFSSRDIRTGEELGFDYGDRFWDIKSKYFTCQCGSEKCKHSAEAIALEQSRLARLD
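Using a bead-based AlphaScreen, monomethylated H3K9 product from 2 h room-temperature reactions (G9a 20 nM, peptide 500 nM, SAM 20 uM) was detected with 0.5 ug/mL rabbit anti-H3K9me1 antibody.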
JMJD2A Tudor inh = inhibitors of human JMJD2A Tudor domain; O75164; AlphaScreen JMJD2A-Tudor / H3K4me3 peptide binding; Potency, µM (highest dose often 114 µM), for the others: at the highest dose activity change, negative = inhibition, actives largely listed as inhibitors; 390,000 compounds, 4.4% hits; AID 504339; further: potency means the concentration at half of the fitted maximal effect; on the % scale 0 is the no-effect control and ±100 the full control effect; nearly all actives have a fitted effect of over 50% in size
Numbers without * were called inactive; i = inactive; ? = inconclusive; · = no result given; & = joins results of further samples; [ ] = remark or other dose. Unless noted, the call rests on the fitted dose curve; in most records, active means well fitted curve in the direction sought with a large enough effect; inconclusive means small, poorly fitted or top-dose-only effect, or another doubt; inactive means no such curve, though single readings can be large; an effect the other way counts as inactive or inconclusive. This is a subset, so the mix of outcomes need not match the whole.

SMILES	Pin1 inhibitor	BAZ2B inh	GLS inhibitor	HP1b binding inh	PI4K2A inh	Pol eta inh	Tb PGK inh	G9a inh	JMJD2A Tudor inh
Cc1cccc(NC(=O)C(=O)NCC2CCCN2S(=O)(=O)c2ccccc2)c1 (stereo not given)	-6%	6%	-7%	23%	-2	-23%	3%	-27%	-23%
COc1ccc(CC(=O)OC(C)C(=O)NC2CCCCC2C)cc1 (stereo not given)	-2%	10%	-2%	40%[activator]	1	-21%	-2%	-33%	4%
COc1ccc(CCNc2cc(C)nc3c(-c4ccccc4OC)cnn23)cc1OC	-3%	13%	1%	104%[activator]	3	-25%	2%	8%	0%
Cc1cc(NC(=O)CCn2c(=O)c3cccn3c3cccnc32)ccc1Br	0%	-4%	4%	45%[activator]	1	-11%	-11%	-2%[59 µM]	5%
Cc1ccc(S(=O)(=O)N2CCN(C(=O)COC(=O)COc3cccc(C(F)(F)F)c3)CC2)c(C)c1	5%	·	9%	39%[activator]	-3	-9%	-3%	·	-21%
O=C(O)C1CCN(S(=O)(=O)c2ccc(Oc3ccccc3)cc2)CC1	-7%	7%	1%	22%	-3	-13%	-6%	11%[12.7 µM]	-17%
Cc1ccc(-n2ncc3c2CC(C)(C)CC3NC(=O)c2ccc[n+]([O-])c2)cc1 (stereo not given)	3%	-15%	-21%	9%	-2	-11%	-8%	14%	-3%
CSc1nc(SCCN(C)C)c2c3c(sc2n1)COC(C)(C)C3	3%	-18%	0%	-21%	-5	-16%	-9%	?	-35%
Cc1ccc(CONC(=O)c2ccc(OC(F)F)cc2)cc1	-11%	1%	9%	37%	3	-13%	i	-3%	-14%
CC1CC(C)CN(C(=O)CNS(=O)(=O)c2cccs2)C1 (stereo not given)	2%	2%	2%	-4%	-1	3%	-4%	15%	-13%
Cc1cc(N2CCN(c3cccc(C)c3C)CC2)n2nc(C)c(-c3ccc(Cl)cc3)c2n1	4%	-5%	1%	54%[activator]	-4	-5%	7%	-19%[59 µM]	-7%
CC12C=CC(=O)C=C1CCC1C2CCC2(C)C(C(=O)CO)CCC12 (stereo not given)	-8%	·	-11%	1%	-1	-13%	i	·	-8%
CC1CCN(C(=O)CCS(=O)(=O)c2cc3c(cc2Cl)NC(=O)CO3)CC1	-2%&11%	-2%&1%	-2%&2%	34%&16%	1&-8	-4%&-14%	10%	?	-8%&-11%
CC(C)c1ccc(CNC(=O)C(=O)NCC2CCCO2)cc1 (stereo not given)	0%	-18%	-12%	35%	-2	-5%	-3%	0%	-8%
C[C@H](CO)N1C[C@H](C)[C@@H](CN(C)S(=O)(=O)c2ccccc2)Oc2c(NC(=O)Nc3ccccc3)cccc2C1=O	-13%	·	1%	14%	0	-15%	-4%	·	-35%
CCc1c(O)nc(SC2CC(=O)N(c3ccc(F)c(Cl)c3)C2=O)[nH]c1=O (stereo not given)	4%	4%	0%	63%[activator]	-1	-17%	0%	?	-3%
O=C1NC(=O)/C(=C\c2ccc(Oc3cnccn3)cc2)S1	-5%	-16%	14%	29%	-2	-7%	0%	-1%	-2%
Cc1cccc(Nc2nc(N)nc(CN3CCN(Cc4ccc5c(c4)OCO5)CC3)n2)c1	4%	?	2%	-7%	-4	-9%	-5%	3%[59 µM]	50µM*
O=C(NC1CCCCC1)c1ccc(CNc2nc(=S)[nH]c3ccccc23)cc1	3%	2%	-2%	21%	1	-3%	15%	30%[activator]	-6%
O=C(NCC(c1cccs1)N1CCOCC1)c1cc(=O)[nH]c2ccccc12 (stereo not given)	-2%	7%	9%	8%	-2	0%	18%	-2%	-15%
CN(c1cccc(NC(=O)Nc2cccc(Cl)c2)c1)S(C)(=O)=O	0%	1%	-8%	22%	-8	-15%	i	12%	-14%
COCCSc1ccccc1C(=O)N1CCN(Cc2ccc3c(c2)OCO3)CC1	0%	0%	6%	14%	-1	3%	-12%	-3%[59 µM]	-13%
CCOC(=O)Nc1ccc(S(=O)(=O)Nn2cnnc2)cc1	10%	?	4%	14%	-3	68%[activator]	-4%	?	-17%
COC(=O)CNC(=O)CN1C(=O)N(c2ccccc2)C(N(O)C(=O)Nc2ccccc2)C1(C)C (stereo not given)	7%	-34%	15%	30%	6	-16%	4%	?	-2%
CN(C(=O)OC(C)(C)C)[C@H](Cc1ccccc1)C(=O)N[C@H]1CCCCNC1=O	2%	·	-1%	36%	-1	-7%	-7%	·	-3%
Next compounds follow.
SMILES	Pin1 inhibitor	BAZ2B inh	GLS inhibitor	HP1b binding inh	PI4K2A inh	Pol eta inh	Tb PGK inh	G9a inh	JMJD2A Tudor inh
NC1=NS(=O)(=O)NC1c1cccc(Cl)c1 (stereo not given)	-2%	3%	-6%	17%	-6	-8%	i	7%[59 µM]	10%
Cn1cnc(S(=O)(=O)N2CCCC(C(=O)Nc3ccc(OC(F)(F)F)cc3)C2)c1 (stereo not given)	-6%	-4%	-2%	25%	0	-27%	-8%	10%[59 µM]	-4%
COc1ccc(NC(=O)c2ccc(-n3nc(C)c[n+]3[O-])cc2)cc1	1%	-30%	5%	28%	7	-13%	7%	-36%[12.7 µM]	-9%
Cc1cccc(OCC(O)CN2CCN(C3CCCCC3)CC2)c1 (stereo not given)	4%	11%	13%	2%	2	-8%	0%	12%	?
C[C@@H]1CN([C@@H](C)CO)S(=O)(=O)c2ccc(Br)cc2O[C@H]1CN(C)C(=O)c1ccccc1	·	·	-1%	·	-6	-1%	3%	·	·
COc1ccccc1NCC(O)COc1ccc(C(C)(C)C)cc1 (stereo not given)	?	22µM*	?	20µM*	-1	-19%	5%	7.9µM*	2.8µM*
Cc1nc(C)c(-c2csc(Nc3ccc(Cl)cn3)n2)s1	·	·	15%	·	-5	-15%	1%	·	·
CCOC(=O)c1c(NC(=O)CSc2nnc(N)s2)sc(C)c1-c1ccc(C)cc1	3%	-11%	-4%	9%	-4	-25%	-1%	40µM*	?
Cc1ccc(NC(=O)CN(C)CC(=O)N(C)Cc2ccccc2)cc1	3%	7%	-5%	36%[activator]	5	-13%	i	-4%[12.7 µM]	-3%
COc1cccc(Nc2nc(-c3sc(NC(=O)c4ccccc4)nc3C)cs2)c1	24%	?	-3%	?	?	-8%	-2%	50µM*	79µM*
C=COCCNC(=O)C1CC(=O)N(c2ccc(C)cc2)C1 (stereo not given)	-2%	2%	-3%	17%	2	-3%	-2%	5%[2.33 µM]	-10%
Cc1ccc(S(=O)(=O)N2CCC(C(=O)OCC(=O)N3CCc4ccccc43)CC2)cc1	16%	18%	2%	16%	-3	-2%	3%	-8%[59 µM]	-7%
COc1ccc(S(=O)(=O)N2CCN(c3ccccc3)CC2)cc1C(=O)N1CCCC1	-6%	-16%	4%	10%	4	-11%	-2%	-15%[12.7 µM]	-10%
O=S(=O)(c1ccc(Br)s1)N1CCNCC1	-2%	-17%	-9%	57%[activator]	4	-11%	-3%	·	-8%[11.4 µM]
C=C(CCO)C1=CCN(S(=O)(=O)C(C)(C)C)[C@H]1CCO	-1%	·	-32%	56%[activator]	4	-8%	i	·	-5%
Cc1ccc2[nH]c(=O)c(CN(Cc3cccs3)C(=S)NCc3ccco3)cc2c1	22%	-11%	11%	-5%	-5	-2%	i	9%[59 µM]	0%
CN(C)/C=N/c1[nH]ncc1C#N	-2%	-5%	8%	1%	0	-18%	-6%	44%	1%

Molecules listed so far containing a thiophene ring, fused or not, in the order listed:
SMILES	Pin1 inhibitor	BAZ2B inh	GLS inhibitor	HP1b binding inh	PI4K2A inh	Pol eta inh	Tb PGK inh	G9a inh	JMJD2A Tudor inh
CSc1nc(SCCN(C)C)c2c3c(sc2n1)COC(C)(C)C3	3%	-18%	0%	-21%	-5	-16%	-9%	?	-35%
CC1CC(C)CN(C(=O)CNS(=O)(=O)c2cccs2)C1 (stereo not given)	2%	2%	2%	-4%	-1	3%	-4%	15%	-13%
O=C(NCC(c1cccs1)N1CCOCC1)c1cc(=O)[nH]c2ccccc12 (stereo not given)	-2%	7%	9%	8%	-2	0%	18%	-2%	-15%
CCOC(=O)c1c(NC(=O)CSc2nnc(N)s2)sc(C)c1-c1ccc(C)cc1	3%	-11%	-4%	9%	-4	-25%	-1%	40µM*	?
O=S(=O)(c1ccc(Br)s1)N1CCNCC1	-2%	-17%	-9%	57%[activator]	4	-11%	-3%	·	-8%[11.4 µM]
Cc1ccc2[nH]c(=O)c(CN(Cc3cccs3)C(=S)NCc3ccco3)cc2c1	22%	-11%	11%	-5%	-5	-2%	i	9%[59 µM]	0%
